Compound activity deposited in PubChem by Johns Hopkins Ion Channel Center.
KCNQ2 block: KCNQ2 potassium channel inhibitors, primary screen, cell-based, CHO-K1, FluxOR thallium flux, B-score (AID 2156); O88943; 20 min; active compounds read low; B-score at 10 µM; hit rate 1.1% among 310,000;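 active = fluorescence ratio B-score at most minus 3 library SDs, with starting brightness B-score within 2 library SDs, cut at about -5.5 in these data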
Target sequence (O88943 whole entry, looked up): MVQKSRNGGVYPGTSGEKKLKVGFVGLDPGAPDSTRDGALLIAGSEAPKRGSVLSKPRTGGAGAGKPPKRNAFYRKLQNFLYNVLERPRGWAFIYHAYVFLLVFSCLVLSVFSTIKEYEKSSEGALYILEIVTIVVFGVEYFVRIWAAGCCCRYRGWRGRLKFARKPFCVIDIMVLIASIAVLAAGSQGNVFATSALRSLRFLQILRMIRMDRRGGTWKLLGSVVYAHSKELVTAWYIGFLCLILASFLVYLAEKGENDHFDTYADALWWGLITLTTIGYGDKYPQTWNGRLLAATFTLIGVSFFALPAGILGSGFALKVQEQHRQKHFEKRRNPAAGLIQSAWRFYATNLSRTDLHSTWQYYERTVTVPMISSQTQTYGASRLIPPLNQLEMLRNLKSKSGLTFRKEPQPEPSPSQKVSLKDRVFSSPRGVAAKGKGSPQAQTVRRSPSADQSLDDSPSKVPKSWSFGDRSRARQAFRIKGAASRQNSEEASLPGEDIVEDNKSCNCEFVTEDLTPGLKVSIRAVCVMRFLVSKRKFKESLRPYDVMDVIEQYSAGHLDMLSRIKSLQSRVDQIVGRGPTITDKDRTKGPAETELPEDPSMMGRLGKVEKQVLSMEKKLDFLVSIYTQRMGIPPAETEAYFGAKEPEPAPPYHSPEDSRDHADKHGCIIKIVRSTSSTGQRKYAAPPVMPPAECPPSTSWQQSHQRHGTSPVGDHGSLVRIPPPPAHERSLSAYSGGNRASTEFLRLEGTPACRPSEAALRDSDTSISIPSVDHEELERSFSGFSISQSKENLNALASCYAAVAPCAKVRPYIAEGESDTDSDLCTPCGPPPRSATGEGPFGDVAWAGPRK
CHT inh: inhibits the human high affinity choline transporter | CHT-expressing cells, membrane potential dye, choline response; active compounds read low | AID 488975 | Q9GZV3 | hit rate 0.86% among 310,000 | B-score at 10 µM;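 active = B-score over 3 SD under the library average, and starting fluorescence ratio not unusually high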;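 note: choline stimulus applied at its EC90 after an EC20 pre-addition; B-score computed on integrated fluorescence ratio after choline addition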
An asterisk follows results filed as active; i = inactive; x = not tested or not shown.

Screens in order – KCNQ2 block, CHT inh
O=C(CSc1nc(-c2ccccc2)cc(=O)[nH]1)Nc1ccccc1
  i, i
Cc1cc(C)c(C)c(OCCN2CC(C)OC(C)C2)c1 (stereo unspecified)
  i, i
O=C(Nc1cccc(F)c1)/C(=C\c1cccnc1)NC(=O)c1cccs1
  i, i
CC(C)(C=O)C1=CC(=O)c2ccccc2C1=O
  x, i
CC(=O)Nc1ccc(S(=O)(=O)NCC(=O)OCC(=O)N2CCCc3ccccc32)cc1
  i, i
O=C(COc1ccccc1Br)c1ccc2c(c1)OCO2
  i, i
CSCCC(=O)N1C(C)CCCC1C(=O)O (stereo unspecified)
  i, i
O=C(COc1ccc2ccccc2c1Br)NNC(=O)Nc1ccccc1
  i, i
Cc1cc(C)c(S(=O)(=O)N2CCOCC2)cc1NS(=O)(=O)c1cc(OCC(N)=O)c(C)cc1Cl
  i, i
Cc1ccc(CNC(=O)CC2Sc3ccccc3NC2=O)cc1 (stereo unspecified)
  i, i
CC(NS(=O)(=O)c1ccc2c(c1)oc(=O)n2C)c1ccccc1 (stereo unspecified)
  i, i
Cc1occc1C(=O)Nc1nnc(C(F)(F)F)s1
  i, i
COc1ccc(NC(=O)CSc2nc(NS(=O)(=O)c3ccccc3)cc(=O)[nH]2)cc1
  i, i
COc1ccc(CNc2ccc(S(N)(=O)=O)cc2)c(OC)c1OC
  i, i
CCCn1c(NC(=O)C23CC4CC(CC(O)(C4)C2)C3)nc2ccccc21
  i, i
O=C(NCc1ccco1)C1CC(c2ccccc2C(F)(F)F)=NO1 (stereo unspecified)
  i, i
O=C(Nc1ccc(Cl)cc1)c1ccsn1
  i, i
O=C(Nc1ccccc1)N(C1=NCCCCS1)c1ccccc1
  i, i
CCn1c(N)c(C(=O)NCC2CCCO2)sc1=S (stereo unspecified)
  i, i
CC(=O)N1c2ccccc2C(C)(c2ccccc2)CC1(C)C (stereo unspecified)
  i, i

Some of the entries above, set out differently:
molecule	KCNQ2 block	CHT inh
COc1ccc(NC(=O)CSc2nc(NS(=O)(=O)c3ccccc3)cc(=O)[nH]2)cc1	i	i
CC(=O)Nc1ccc(S(=O)(=O)NCC(=O)OCC(=O)N2CCCc3ccccc32)cc1	i	i
CC(NS(=O)(=O)c1ccc2c(c1)oc(=O)n2C)c1ccccc1 (stereo unspecified)	i	i
O=C(Nc1cccc(F)c1)/C(=C\c1cccnc1)NC(=O)c1cccs1	i	i
Cc1cc(C)c(S(=O)(=O)N2CCOCC2)cc1NS(=O)(=O)c1cc(OCC(N)=O)c(C)cc1Cl	i	i
CC(=O)N1c2ccccc2C(C)(c2ccccc2)CC1(C)C (stereo unspecified)	i	i
O=C(Nc1ccc(Cl)cc1)c1ccsn1	i	i

Additional records:
Screens in order – KCNQ2 block, CHT inh
COc1cccc(C(NC(C)=O)c2ccc3cccnc3c2O)c1 (stereo unspecified)
  i, i
COc1ccc(N2CCN(C(=O)c3ccccc3NC(=O)C3=C(C)OCCS3)CC2)cc1
  i, i
O=C(Cc1ccsc1)N1CCc2c([nH]c3ccccc23)C1c1ccccn1 (stereo unspecified)
  i, i
C[C@H](NC(=O)c1ccccc1Cl)C(=O)OCc1cn2cc(Cl)ccc2n1
  i, i
COc1ccc(S(=O)(=O)N(C)CC(=O)NCC2CCCO2)cc1OC (stereo unspecified)
  i, i
COC(=O)CCc1nc2cc(Cl)ccc2n(Cc2ccccc2)c1=O
  i, i
CCCC(=O)Nc1ccc(C(=O)NNC(=S)NC(=O)c2ccc(Br)o2)cc1
  i, i
Cc1ccn2c(=O)nc(SCC(=O)NCc3ccco3)nc2c1
  i, i
COc1ccc(NC(=O)c2cccnc2Cl)c(S(=O)(=O)N2CCOCC2)c1
  i, i
COc1ccc(CNC(=O)N2CCN(c3ccc(F)cc3)CC2)cc1
  i, i
C/C(CC(=O)Nc1ccc([N+](=O)[O-])cc1)=N\NC(=O)c1ccccc1[N+](=O)[O-]
  i, i
O=C(CSc1ccc(-c2cccnc2)nn1)Nc1ccc(Br)cc1
  i, i
S=c1[nH]c2ccc(Cc3ccc4[nH]c(=S)[nH]c4c3)cc2[nH]1
  i, i
COc1cc(-c2noc(C)c2/C=C/c2ccc(OC(C)=O)cc2)cc(OC)c1OC
  i, i
CS(=O)(=O)N1CCCC(C(=O)NCc2ccccn2)C1 (stereo unspecified)
  i, i
CC(C)(NO)/C(=N\O)c1ccccc1
  i, i
Cn1c(SCC(=O)c2ccc(F)cc2)nnc1-c1ccccc1N
  i, i
CC(C)(C)NCC(O)COc1ccccc1C1CCCC1 (stereo unspecified)
  x, i
COc1ccc(N(CC(=O)NN=C2CCCCCCC2)S(=O)(=O)c2ccccc2)cc1Cl
  i, i
COc1ccc(N2C3=C(C(=O)CC(C)(C)C3)C(c3cnn(C)c3)C3=C2CC(C)(C)CC3=O)cc1
  i, i
COc1ccc(C2=CC3=C(Br)C(=O)C(C)(OC(=O)c4ccc(Cl)nc4)C(=O)C3=CO2)cc1 (stereo unspecified)
  i, i
Cc1nnc(Oc2ccc([N+](=O)[O-])cc2)c2ccccc12
  i, i
CCOC(=O)C1CCCN(C(=O)c2cc(S(=O)(=O)N3CCCCC3)ccc2C)C1 (stereo unspecified)
  i, i
CC(C)(C)NC(=O)C(c1cccs1)N(C(=O)c1csnn1)c1ccccc1F (stereo unspecified)
  i, i
COc1cc2nc(C3CC3)n(NC(=O)c3ccc(Cl)cc3)c(=O)c2cc1OC
  i, i
COc1ccc(S(=O)(=O)N2CCOCC2)cc1NC(=O)CN1CCCC1
  i, i
O=C(NCCO)c1ccc2[nH]c3ccccc3c2c1
  i, i
CC(C)C[C@@]12C(=O)N(c3cccc(Cl)c3)C(=O)N1[C@H](c1ccc(F)cc1)[C@@H]1C(=O)N(C3CCCCC3)C(=O)[C@@H]12
  i, i
CSc1cccc(NC(=O)Nc2nc3c(C)cccc3s2)c1
  i, i
COc1ccc(-n2nc(C(C)=O)c(=O)[nH]c2=O)cc1
  i, i
CC12CCC(=O)N1C(C(=O)Nc1cc(S(=O)(=O)N3CCCCCC3)ccc1OCC(F)(F)F)CS2 (stereo unspecified)
  i, i
CCOC(=O)C1CCN(c2nc(-c3ccccc3)nc3c2oc2ccccc23)CC1
  i, i
O=[N+]([O-])c1ccccc1NCc1c(O)ccc2ccccc12
  i, i
C=CCSc1n[nH]c(-c2ccccc2)n1
  i, i
Cc1c(Cl)cccc1Nc1nc(N)nc(CSCCO)n1
  i, x
CN1Cc2c(N3CCOCC3)nc(SCCC#N)c(C#N)c2CC1(C)C
  i, i
Cc1ccc(C=Nc2ccccc2C#N)s1
  i, i
CCCCc1nc(NCCN)c(C#N)c2c1CSC(C)(C)C2
  i, i
O=C(Nc1ccc2c(c1)CCC2)c1cccc(S(=O)(=O)N2CCN(c3ccccc3)CC2)c1
  i, i
C=CCn1c(-c2sc3nc(C)cc(C)c3c2N)n[nH]c1=S
  i, i
Cc1ccc(CNC(=O)COC(=O)c2ccc(Br)cc2)cc1
  i, i
CCCCn1c(SCC(=O)NCC2CCCO2)nc2ccc(N3CCOCC3)cc2c1=O (stereo unspecified)
  i, -5.5*
O=C(c1csc2ccccc12)N1CCN(c2ccccn2)CC1
  i, i
Cn1c(O)c(N=NC(=S)Nc2ccccc2F)c2cc(S(=O)(=O)N3CCOCC3)ccc21
  i, x
Cc1ccc(S(=O)(=O)NCc2nc3nc(C)cc(C)n3n2)c(C)c1
  i, i
CC(=O)c1c(C)[nH]c(C(=O)NC2CCCCC2)c1C
  i, i
Cc1ccc(C)n1-c1nnc(N2CCC(C(=O)NCCCN3CC(C)CC(C)C3)CC2)s1 (stereo unspecified)
  i, i
COc1ccc(C)cc1NC(=O)C(=O)N/N=C(\C)CC(=O)Nc1cccnc1
  i, i
O=C(c1cccs1)N1CCC(Cc2ccccc2)CC1
  i, i
CN1CCN(c2ccc(S(=O)(=O)N3CCCCC3)cc2NC(=O)COc2ccc(F)cc2)CC1
  i, i
CCCCCCCC(=O)Nc1ccc(C(=O)N/N=C/c2cccc([N+](=O)[O-])c2)cc1
  i, i
CC(Oc1ccccc1)c1nnc(SCC(=O)NC2CC2)n1C (stereo unspecified)
  i, i
COCCn1c(C)cc(C(=O)COC(=O)CCN2C(=O)c3ccccc3C2=O)c1C
  i, i
O=C(CSc1nnc(-c2ccncc2)n1Cc1ccco1)Nc1nc(-c2ccccc2)cs1
  i, i
O=C1CCCC2=C1C(c1cccs1)n1nc(SCc3ccc(C(=O)O)cc3)nc1N2 (stereo unspecified)
  i, i
c1ccc(CSc2nnc(-c3sccc3-n3cccc3)o2)cc1
  i, i
COc1cc2c(=O)n(-c3ccc(C)cc3)c(=O)n(CC(=O)c3ccc4c(c3)OCO4)c2cc1OC
  i, i
Cc1ccc(OCCC(=O)Nc2ccc(S(=O)(=O)Nc3cc(C)nc(C)n3)cc2)cc1
  i, i
CCOC(=O)c1cnc(C(F)(F)F)nc1Oc1ccccc1
  i, i
CCCCCn1c(SCc2ccncc2)nc2cc(C(=O)NCc3ccco3)ccc2c1=O
  i, i

Later entries.
Screens in order – KCNQ2 block, CHT inh
C#CC[N+](CC)(CC)CC#Cc1ccccc1
  i, -7.7*
COc1cccc(Nc2nc(-c3ccccc3O)nc3ccccc23)c1
  i, i
CSc1ncccc1C(=O)Nc1ccc2nc(C)sc2c1
  i, i
C=CCNC(=S)NNC(=O)c1ccc(Br)cc1
  i, i
O=C(Cn1cnc2ccccc2c1=O)N/N=C/c1ccc(Br)cc1
  i, i
CCC(C)CCN1C(N(C)C)=NC[C@@H]1CC(C)C (stereo partly specified)
  x, i
CC(=O)Nc1ccc(S(=O)(=O)NNC(=O)COc2ccc(Cl)cc2Cl)cc1
  i, i
COc1cccc(C2=NOC(C(=O)Nc3cccnc3Cl)C2)c1OC (stereo unspecified)
  i, -11*
Cn1ccnc1SCC(=O)Nc1cc(C(F)(F)F)ccc1N1CCOCC1
  i, i
COc1ccc(C(=O)NCc2nnc(SCC(=O)N3CCCCCC3)o2)cc1OC
  i, i
Cc1ccc(NC(=O)NNC(=O)c2ccccc2)cc1
  i, i
COc1cccc(C(=O)N(Cc2ccc3c(c2)OCO3)Cc2nc3ccccc3c(=O)[nH]2)c1
  i, i
Cc1sc(NC(=S)NC(=O)c2ccc(C(C)(C)C)cc2)c(C#N)c1C
  i, i
CC(=O)c1c(N)[nH]c(-c2ccccc2)nc1=S
  i, i
CN(C)S(=O)(=O)c1ccc(N2CCCC2)c(C(=O)N2CCN(c3ccc([N+](=O)[O-])cc3)CC2)c1
  i, i
CCOc1c2ccc(C(=O)NCc3ccc(OC(F)(F)F)cc3)cc2nn1CC
  i, i
COc1ccc(CCNC(=O)c2coc3ccccc3c2=O)cc1OC
  i, i
CCOC(=O)Cn1nc(C)c(NC(=O)c2ccc([N+](=O)[O-])c(C)c2)c1C
  i, i
O=C(CSc1nnc2ccccn12)NNC(=O)c1ccc([N+](=O)[O-])cc1
  i, i
COc1ccc(/C=C2\SC(=N)N(c3nccs3)C2=O)cc1OC
  i, i
COc1ccc(C)cc1-n1nnnc1SCC(=O)Nc1cc(C)on1
  i, i
O=C(Nc1cccnc1)C1CCCN(c2ncnc3c2nc2n3CCCCC2)C1 (stereo unspecified)
  i, i
CC(C)c1ccc(/C=N/NC(=O)c2cccc(Cl)c2)cc1
  i, i
Cc1cccc(C)c1OCC(=O)Nc1ccc(NC(=O)c2ccco2)cc1
  i, i
CCN(CC)S(=O)(=O)c1ccc(OC)c(NC(=O)c2cn(CC)c3nc(C)ccc3c2=O)c1
  i, i
COc1cccc(CC(NC(C)=O)C(=O)NC2CCN(c3ncccc3[N+](=O)[O-])CC2)c1 (stereo unspecified)
  i, i
S=C(NCc1ccco1)Nc1ccc(Cl)cc1Cl
  i, i
COc1ccc(/C(N)=N/OC(=O)CCc2ccccc2)cc1
  i, i
CC(C)(C)c1cc(Br)c(O)c(N=Nc2ccc(S(=O)(=O)N3CCOCC3)cc2)c1
  i, i
COc1ccccc1C(=O)NNC(=S)Nc1ccccc1
  i, x
COc1cccc(N(C(=O)Cn2nnc(-c3ccc(C)o3)n2)C(C(=O)NC2CCCC2)c2ccncc2)c1 (stereo unspecified)
  i, i
COc1ccc(C2CC(=O)c3c(ccc4ccccc34)N2)cc1OC (stereo unspecified)
  i, i
CN(C)c1ccc(/C=C(/NC(=O)c2ccccc2)C(=O)NCCCn2ccnc2)cc1
  i, i
COc1cccc2cc(C(=O)N3CCCc4ccccc43)oc12
  i, i
CC1(c2ccc(Cl)cc2)NC(=O)N(CC(=O)NCc2cccs2)C1=O (stereo unspecified)
  i, i
Cc1cc(C)cc(NC(=O)CCc2ccc(C)o2)c1
  i, i
CN1C(=O)NC(c2ccccc2Cl)C2=C1CC(C)(C)CC2=O (stereo unspecified)
  i, i
Cn1cccc1CC(=O)NNC(=S)NC(=O)c1ccccc1Br
  i, i
Cc1cc(=O)oc2c(C)c(OC(C)C(=O)NC3CCN(Cc4ccccc4)CC3)ccc12 (stereo unspecified)
  i, i
C/C(O)=C\c1nc(=O)c2c(C)cc(C)nc2n1-c1ccccc1
  i, i
Cc1nnc(SCC2=C(C(=O)O)N3C(=O)C(NC(=O)c4cc(F)c(F)cc4Cl)C3SC2)s1 (stereo unspecified)
  i, i
O=S(=O)(c1ccc2c(c1)OCCO2)N1CCN(c2nc(-c3cccnc3)nc3ccccc23)CC1
  i, i
COC(=O)C1=C(Nc2ccccc2NC(=O)CCCC(=O)O)CSC1
  i, i
